Source: PubChem (The Scripps Research Institute Molecular Screening Center)
LEDGF integ inh – blockers of LEDGF/p75-dependent integrase strand transfer – biochemical, TR-FRET, high throughput, primary screen; HIV-1 integrase (with human LEDGF/p75); TR-FRET IN-LEDGF/p75 DNA integration, Eu/Cy5; inhibition, % at 3.7 µM; hit rate 0.64% among 370,000; AID 743269, 2014;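 active = inhibition above the screen-wide mean plus 3 SD, cut at about 13% in these data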;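 also: signal is the Cy5 over europium emission ratio at 671 and 618 nm; 0% = plate median of compound wells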
SIAE primary – human SIAE inhibitors, primary screen, biochemical, fluorescence polarization, FP-Rh probe, 1536-well HTS; hit rate 0.69% among 370,000; Sialate O-acetylesterase (Homo sapiens), Q9HAT2; inhibition, % at 9.66 µM; SIAE FP-Rh probe binding;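 active = inhibition above a cutoff: mean of compounds within the control limits plus 3 SD of those, cut at about 17% in these data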;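 also: 0% = plate median of compound wells and 100% = probe without SIAE protein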
Target sequence (Q9HAT2 whole entry, looked up): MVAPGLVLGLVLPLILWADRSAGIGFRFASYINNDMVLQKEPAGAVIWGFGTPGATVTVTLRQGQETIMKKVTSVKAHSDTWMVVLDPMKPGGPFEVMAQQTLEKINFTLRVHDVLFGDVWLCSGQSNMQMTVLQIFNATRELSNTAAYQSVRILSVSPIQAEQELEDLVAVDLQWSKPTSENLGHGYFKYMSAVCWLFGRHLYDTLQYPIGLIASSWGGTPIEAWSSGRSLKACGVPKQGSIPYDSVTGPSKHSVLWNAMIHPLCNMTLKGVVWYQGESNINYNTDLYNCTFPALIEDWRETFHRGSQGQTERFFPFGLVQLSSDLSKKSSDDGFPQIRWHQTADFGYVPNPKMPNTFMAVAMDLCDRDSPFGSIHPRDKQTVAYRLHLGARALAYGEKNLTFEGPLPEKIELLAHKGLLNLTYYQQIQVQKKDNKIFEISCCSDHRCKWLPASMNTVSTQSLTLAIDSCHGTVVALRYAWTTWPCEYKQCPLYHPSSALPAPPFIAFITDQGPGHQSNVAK
KLK7 zymogen act – proKLK7 zymogen activators, primary screen, biochemical, fluorescence intensity | AID 652039, 2013 | activation, % at 7 µM | Kallikrein-7 (Homo sapiens), P49862 | hit rate 0.9% among 370,000 | purified proKLK7, EDANS-DABCYL substrate fluorescence; 100% is mature enzyme control, 0% vehicle;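 active = activation above the mean of all tested compounds plus 3 SD, computed per campaign excluding outliers beyond control limits, cut at about 13% in these data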
MBD2 DNA inh – inhibitors of MBD2 binding to methylated DNA, primary screen, biochemical, TR-FRET, DNA-binding domain, human; Methyl-CpG-binding domain protein 2 (Homo sapiens), Q9UBB5; MBD2 binding to methylated oligonucleotide; inhibition, % at 4.4 µM; hit rate 0.31% among 370,000; AID 686964, 2013; in the data active = inhibition above about 13%
DDE Tn6 FP inh – inhibitors of Tn6 peptide binding to fibrin DD(E), primary screen, biochemical, fluorescence polarization, human fibrin, Tn6 probe; hit rate 0.21% among 370,000; Fibrinogen beta chain (Homo sapiens), P02675; inhibition, % at 8.3 µM; Fibrin DD(E) TRITC-Tn6 fluorescence polarization displacement;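 active = inhibition above a per-campaign cutoff: mean of compounds within control limits plus 3 SD, cut at about 15% in these data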;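 also: 0% = median of all compound wells on the plate and 100% = blocking peptide control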
UHRF1 binding – UHRF1 methylated DNA binding inhibitors, primary screen, counter-screen for MBD2 inhibitor project, biochemical, TR-FRET, human UHRF1, single concentration; UHRF1 binding to methylated oligo; inhibition, % at 4.4 µM; hit rate 0.75% among 370,000; AID 687016, 2013; in the data active = inhibition above about 21%;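 also: UHRF1 SRA domain binding a hemimethylated CpG hairpin DNA probe; 0% = median of test compound wells and 100% = reference inhibitor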
PRMT1 FP inh – PRMT1 methyltransferase inhibitors, primary screen, biochemical, fluorescence polarization | Protein arginine N-methyltransferase 1 (Homo sapiens), Q99873 | AID 652257, 2013 | recombinant PRMT1, activity-based probe fluorescence polarization | hit rate 1.3% among 370,000 | inhibition, % at 2.79 µM;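 active = inhibition above about 21% made by adding two undisclosed values, limit read from the data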
DDE Tn7 FP inh – inhibitors of Tn7 peptide binding to fibrin DD(E), primary screen, biochemical, fluorescence polarization, human fibrin, Tn7 probe. Fibrinogen beta chain (Homo sapiens), P02675. FP displacement of FITC-Tn7 peptide from fibrin DD(E); 0% = median of compound wells per plate. inhibition, % at 8.3 µM. hit rate 0.13% among 370,000. AID 720508, 2013;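 active = inhibition above the mean of compounds falling within the control limits plus 3 SD of them, cut at about 14% in these data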;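 also: 0% = plate median of compound wells and 100% = 10 µM Aha-Tn7 peptide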
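System: human fibrin DD(E); quantity: Fibrin-DD(E) at 2 µM final; also added: fluorescent Tn7 probe at 0.1 µM; compound dosing: single nominal test concentration of 8.3 µM per compound; schedule: 10 min preincubation, 3 h with tracer, room temperature; detection: fluorescence polarization of the labelled Tn7 tracer; repeats: one replicate per compound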
TCR-CD3 inh – inhibitors of human TCR-CD3 interaction, primary screen, biochemical, fluorescence, TAMRA-labeled TCR probe | inhibition, % at 9.4 µM | hit rate 0.37% among 360,000 | AID 651800, 2012; in the data active = inhibition above about 19%;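 also: recombinant mutant TCR 2C K166C tagged with TAMRA read by polarization; 0% = receptor in buffer alone and 100% = receptor with positive control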
TDP2 absorb – human TDP2 enzyme inhibitors, primary screen, biochemical, epi absorbance, recombinant enzyme. Tyrosyl-DNA phosphodiesterase 2 (Homo sapiens), O95551. T5PNP hydrolysis, p-nitrophenol absorbance 415 nm. hit rate 0.34% among 370,000. inhibition, % at 12.8 µM;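 active = inhibition above the mean of all tested compounds plus 3 SD, set per campaign, cut at about 25% in these data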;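 also: 0% = DMSO with enzyme and 100% = buffer with substrate but no TDP2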
Target sequence (O95551 whole entry, looked up): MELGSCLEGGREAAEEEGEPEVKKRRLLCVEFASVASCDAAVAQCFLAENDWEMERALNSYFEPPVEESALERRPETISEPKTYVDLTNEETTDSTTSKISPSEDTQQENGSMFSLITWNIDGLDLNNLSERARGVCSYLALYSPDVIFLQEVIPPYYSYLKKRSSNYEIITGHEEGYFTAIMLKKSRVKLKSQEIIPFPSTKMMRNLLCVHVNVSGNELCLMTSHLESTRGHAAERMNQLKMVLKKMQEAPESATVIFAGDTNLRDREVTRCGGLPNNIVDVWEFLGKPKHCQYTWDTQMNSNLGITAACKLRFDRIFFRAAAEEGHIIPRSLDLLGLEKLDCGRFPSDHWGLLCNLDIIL
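Evaluation: % inhibition relative to enzyme-containing and enzyme-free wells. Material: recombinant human TDP2. Benchmarks: enzyme-free and DMSO wells. Timing: enzyme reaction with compound for 2 h at 37 °C. Compound dosing: 12.8 µM only. Measured by: p-Nitrophenol epi absorbance. Reagent: T5PNP substrate at 5 mM, a TopII-DNA adduct mimic. Replication: single well per compound.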
Active calls of the source: *; . = no result given.

canonical_smiles	LEDGF integ inh	SIAE primary	KLK7 zymogen act	MBD2 DNA inh	DDE Tn6 FP inh	UHRF1 binding	PRMT1 FP inh	DDE Tn7 FP inh	TCR-CD3 inh	TDP2 absorb
CCCCC1CCC(C(=O)NCc2ccc3c(c2)OCO3)CC1 (stereo not drawn)	-5	-4	0.2	3	3	3	1	-4	-4	0
COc1ccc2c(CC(=O)NCc3ccc4c(c3)OCO4)coc2c1	2	-1	-0.1	0	1	0	-2	1	3	-3
COCCNC(=O)c1ccccc1NC(=O)c1ccccc1N(C)S(=O)(=O)c1ccc(C)cc1	0	2	-0.6	0	-1	2	1	0	0	-2
CCn1c2ccccc2c2cc(NC(=O)CC(C)=O)ccc21	2	-1	-0.3	-7	0	-1	-1	-1	3	4
C/C(=C\c1ccccc1)C(=O)Nc1nccs1	1	-4	0.0	0	-6	-3	-1	-4	4	-6
O=C(Nc1ccc2c(c1)OCCO2)C1CCCN1C(=O)Nc1ccc(F)cc1 (stereo not drawn)	5	9	-0.3	1	-9	5	-4	-8	-7	-20
COc1ccccc1/C=C/C=N/n1c(COc2ccccc2)n[nH]c1=S	0	-6	-2.5	-1	5	0	16	3	0	1
COc1ccc(/C=N\NC(=O)c2cccc([N+](=O)[O-])c2)cc1Cn1cc([N+](=O)[O-])cn1	-3	-2	0.3	1	-2	3	2	1	-5	-13
CCN(CC)CCNC(=O)C(=O)Nc1ccc(C(=O)OC)cc1	0	0	0.4	6	-1	2	1	3	2	-6
O=C(CCc1nnc2ccc(NCc3ccccc3Cl)nn12)NCC1CCN(C2CCCC2)C1 (stereo not drawn)	-2	-5	-0.5	-1	3	-1	-1	8	7	-7
O=C(CN1C(=O)CSc2ccc(S(=O)(=O)N3CCOCC3)cc21)NCCc1ccccc1	-5	0	0.1	-3	-2	-1	-2	3	0	-9
O=C(O)c1cccc(Nc2nc(-c3ccc([N+](=O)[O-])cc3)nc3ccccc23)c1	-1	-2	0.3	4	4	5	6	8	-3	-5
CC(C)N1CC2(CC(c3ccccc3C(F)(F)F)=NO2)CN1C(=O)c1ccc(C(C)(C)C)cc1 (stereo not drawn)	-5	-7	0.0	0	0	1	6	2	-5	-6
Cc1ccc(NC(=O)CN(C)Cc2c(O)ccc3ccccc23)cc1	-1	-6	0.1	-1	2	-2	21*	-1	2	0
N#CC12CCCCC1CC1CCCCC1(C#N)N2CCO (stereo not drawn)	-1	4	-0.2	0	-2	-3	-3	2	7	0
COc1ccc(CCNC(=O)CSc2nc(O)c(C(C)C)c(=O)[nH]2)cc1OC	-2	2	0.0	-5	-4	0	2	-1	11	-2
CCOc1ccc(NS(=O)(=O)c2cc(C(=O)N3CCCC3)ccc2Cl)cc1	-2	5	-0.3	-4	0	4	8	0	-4	-11
CCN(Cc1ccccc1)S(=O)(=O)c1cc(C(=O)NCCCN(C)C)ccc1OC	0	-2	0.1	-5	5	1	2	5	3	-2
COc1ccc(CCNC2=C(Cl)C(=O)N(Cc3ccccc3)C2=O)cc1OC	1	0	-270	-5	3	-2	-2	-4	1	-4
Cc1sc2nc(SCC(=O)N(CCO)CCO)n(C3CCCCC3)c(=O)c2c1C	3	-7	0.0	3	2	1	-1	-3	4	-2
COc1ccccc1C(=O)Nc1nc(-c2cccs2)c(NC(C)=O)s1	0	2	-13	0	-16	-1	3	-4	1	-6
COc1ccc(/C=N/Nc2nc(N3CCCCC3)nc(N3CCCCC3)n2)cc1[N+](=O)[O-]	2	-6	0.0	3	5	-1	0	2	-2	6
CCN1CCN(CCCNC(=O)Cn2nc(C)n3nc(-c4ccccc4)cc3c2=O)CC1	-2	5	0.0	0	1	1	7	-2	0	-14
CN(C)S(=O)(=O)c1cccc(NC(=O)COC(=O)c2cn(-c3ccccc3)nc2-c2ccccc2)c1	1	-99	0.0	-2	-10	3	1	5	31*	-1
CC(=O)c1ccc(S(=O)(=O)Nc2cccc(-c3cn4c(n3)SCC4)c2)cc1	-2	2	0.1	-3	6	-1	0	2	7	7
CCCCCn1nnnc1C1(C)CCCC(=O)N1Cc1ccco1 (stereo not drawn)	0	3	0.4	3	-6	-1	-5	-3	.	3
O=C(CNC(=O)c1nc[nH]c1C(=O)N1CCNCC1)OCc1ccccc1	4	-6	-0.2	-1	-4	-1	0	-4	0	0
Cc1ccc(NCc2nnc(SCC(=O)Nc3ncc(C)s3)n2CC2CCCO2)c(C)c1 (stereo not drawn)	-5	-2	0.4	-2	5	1	-1	9	10	-3
C[C@H](CO)N1C[C@H](C)[C@@H](CN(C)C(=O)Nc2ccc(C(F)(F)F)cc2)Oc2c(NC(=O)Nc3ccccc3)cccc2C1=O	0	-16	0.4	-2	-1	0	1	-3	3	3
COc1ccc(C(=O)C(=O)N2CCN(C(=O)c3cc(C(F)(F)F)cc(C(F)(F)F)c3)CC2)cc1OC	0	-6	-0.5	8	-4	5	1	1	7	1
CCN1CCCCC(NC(=O)c2cc(OC)c(OC)c(OC)c2)C1=O (stereo not drawn)	7	-2	0.2	-9	-1	-5	-5	6	.	-10
COc1ccc(CCN(C)C(=O)c2cnc(C)cn2)cc1OC	2	-2	0.4	-3	3	1	-4	-5	0	8
CCN(CC)S(=O)(=O)c1ccc(N2CCOCC2)c(NC(=O)C2=COCCO2)c1	6	-13	-0.1	3	-4	2	3	-3	11	-17
O=C(NCc1ccc(F)cc1)c1cccc2c1C(=O)c1ccc(Cl)cc1S2(=O)=O	0	-3	-0.1	-2	-1	-2	-1	-6	1	-6
C[C@@H]1CN([C@H](C)CO)C(=O)c2c(c3ccccc3n2C)-c2ccccc2CO[C@H]1CN(C)C(=O)Nc1ccccc1	-1	3	-0.1	-4	1	-5	-1	-7	1	-1
CCC1(c2ccccc2)NC(=O)N(CC(=O)NCc2ccccc2OC)C1=O (stereo not drawn)	2	3	-0.2	2	-2	-2	-4	-1	6	-4
COC(=O)c1cccc(NC(=O)/C(=C\c2ccco2)NC(=O)c2ccco2)c1	2	-10	0.0	-5	1	-3	25*	11	-3	0
O=C1OCCN1C(=O)[C@H]1[C@H](c2ccccc2)C(c2ccc(F)cc2)=NN1c1ccccc1	-8	1	-23	2	2	2	1	7	0	-2
COc1ccc(-c2noc(N3CCC(C(=O)NC(C)c4ccccc4)CC3)n2)cc1 (stereo not drawn)	4	-2	1.3	-1	12	-1	-1	1	4	7
Cc1ccc(-n2c(C)cc(C(=O)CN3CCOCC3)c2C)cc1C	1	4	0.8	2	2	4	-1	0	2	0
COc1ccc2nc3n(c(=O)c2c1)-c1cc(Cl)ccc1C(=O)NC3Cc1ccccc1 (stereo not drawn)	1	2	-0.3	3	3	3	1	-1	4	-12
COc1ccc(CCNC(=O)COC(=O)CSc2ccc([N+](=O)[O-])cc2)cc1OC	2	-3	0.4	-4	8	0	-2	-2	6	0
COc1ccc(Cn2nnnc2C(c2ccccc2Cl)N2CCN(C3CCCC3)CC2)cc1 (stereo not drawn)	3	5	0.5	6	3	0	1	-4	3	-6
CC(NCCN(C)C)C1CCC2C3CCc4cc(O)ccc4C3CCC12C (stereo not drawn)	-1	-1	-0.1	4	2	3	2	0	-3	9
COc1cccc(-c2nc(CS(=O)(=O)CC(=O)NCc3ccccc3OC)c(C)o2)c1	-2	-2	0.9	3	-6	-1	4	-2	-8	2
CC1CCCC(NC(=O)COC(=O)c2ccc3ncsc3c2)C1C (stereo not drawn)	-1	-1	0.4	8	-6	0	7	-1	-1	0
COc1ccc(CCNC(=O)CN2C(=O)COc3ccc(S(=O)(=O)N4CCCC4)cc32)c(OC)c1	-1	1	-0.8	-5	1	0	-6	0	-2	-5
Cc1nc2nc(-c3ccc(Cl)cc3)[nH]n2c(=O)c1Cc1ccccc1	1	-11	0.0	3	-4	4	1	-5	4	-12
NC(=O)COC(=O)c1ccc(S(=O)(=O)N2CCCCCC2)cc1	2	4	-0.1	-4	-5	3	1	-1	5	5
CC1CCN(C(=S)c2ccccc2O)CC1	-2	-1	0.1	-1	2	-1	9	3	0	3

Later entries
canonical_smiles	LEDGF integ inh	SIAE primary	KLK7 zymogen act	MBD2 DNA inh	DDE Tn6 FP inh	UHRF1 binding	PRMT1 FP inh	DDE Tn7 FP inh	TCR-CD3 inh	TDP2 absorb
CCOc1ccc(CCNC(=O)COC(=O)c2cc(OC)c(OC)cc2[N+](=O)[O-])cc1OCC	-5	0	-0.2	-1	-5	1	4	3	-7	-9
O=c1c(C=NCc2ccccc2)c(NCc2ccccc2)nc2ccccn12	1	-6	-1.1	-2	3	-3	-3	-1	4	-7
CCC1Oc2ccc(C)cc2N(CC(=O)NCc2ccco2)C1=O (stereo not drawn)	1	5	0.1	-7	4	-3	2	4	2	-5
C=C(C)COc1ccc(-c2[nH]ncc2Oc2ccccc2OCC)c(O)c1	2	13	0.6	1	-5	-2	-2	-1	-5	9
COc1ccc(N(C(=O)c2snc(C(N)=O)c2N)C(C(=O)NCC2CCCO2)c2ccc(C)o2)cc1OC (stereo not drawn)	-3	6	1.0	7	-8	14	5	1	1	16
CSc1cccc(N2CC(C(=O)Nc3cccc(S(=O)(=O)N4CCCC4)c3)CC2=O)c1 (stereo not drawn)	5	-6	-0.1	-4	2	-1	-3	-4	2	18
CSc1ccccc1NC(=O)c1cc(-c2ccco2)on1	0	-13	1.5	-3	1	-1	4	7	5	-5
Cc1ccc(-c2nc(Nc3ccccc3)n[nH]2)cc1	-2	2	-0.6	-3	10	-1	-1	11	2	10
CC1(c2ccc3noc(-c4ccc(F)cc4)c3c2)OCCO1	-1	-3	0.2	2	-1	-2	7	-1	-1	12
Cc1ccc(NC(=S)N2CCn3cccc3C2c2cccnc2)cc1 (stereo not drawn)	-5	1	-0.1	-5	1	3	6	0	-1	4

The order is random; about 4.6% have a hit in one of these screens.
